KOR beta-arrestin-1: kappa opioid receptor blockers – cell-based, luminescence, uHTS (AID 1778). KOR beta-arrestin recruitment, luminescence, antagonist mode; higher % means a stronger effect. inhibition, % at 10 µM; hits with a dose series show IC50 in µM. 290,000 compounds, 0.091% hits; also: strong numbers were not always called active
GPR55 LPI antagonism: inhibition of LPI-stimulated GPR55 beta-arrestin translocation – imaging, U2OS, beta-arrestin-GFP, LPI agonist, primary screen (AID 2013). U2OS GPR55 beta-arrestin-GFP translocation imaging, LPI antagonism; higher % means a stronger effect. inhibition, % at 10 µM; hits with a dose series show IC50 in µM. 290,000 compounds, 0.13% hits;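 active = spots per cell inhibited over 60%, with over 100 cells counted and total cytoplasm intensity under 500,000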;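 also: U2OS cells stably carrying GPR55 and arrestin-GFP stimulated by 5 µM LPI near EC80; imaged beta-arrestin-GFP aggregate spots per cell after agonist stimulation; plate controls were LPI-stimulated DMSO wells for no effect and DMSO wells without LPI for full effect; some results filed as inactive read as strong as hits; confirmed hits need IC50 under 10 µM and bright autofluorescent wells are also inconclusive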
HIV peptide binding: cell-free HIV fusion peptide-binding blockers – biochemical, uHTS, fluorescence dequenching, primary screen (AID 1986); cell-free peptide binding, fluorescence dequenching, 30 min; higher % means a stronger effect; inhibition, % at 20 µM, or IC50 in µM where a hit was titrated; 290,000 compounds, 0.3% hits; in the data active = inhibition mostly above about 52%, no sharp cut-off; inactive = mostly below about 76%; also: some results filed as inactive read as strong as hits
Large T inhibition: SV40 large T antigen inhibitors, biochemical (AID 1903); inhibition, % at 20 µM, or IC50 in µM where a hit was titrated; 310,000 compounds, 0.39% hits; SV40 large T antigen ATPase/helicase inhibition assay; higher % means a stronger effect; in the data active = a potency from the dose series; also: strong numbers were not always called active
NOD2 inhibition: inhibition of NOD2-driven NF-kB reporter – cell-based, luminescence, uHTS, HEK293 (AID 1566). HEK293 NOD2/NF-kB luciferase reporter, luminescence; higher % means a stronger effect. one-dose inhibition, % at 4 µM; EC50 in µM for titrated hits. 290,000 compounds, 0.63% hits; also: many of its hits are not listed in these tables
NOD1 NF-kB reporter: NOD1 signaling inhibitors, primary screen, cell-based, luminescence, uHTS (AID 1578) | NOD1-driven NF-kB luciferase reporter cells, luminescence; higher % means a stronger effect | inhibition, % at 4 µM; hits with a dose series show EC50 in µM | 290,000 compounds, 1% hits; in the data active = inhibition mostly above about 36%, no sharp cut-off; inactive = mostly below about 34%;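 also: HEK-293T reporter cells stimulated with the NOD1 agonist gamma-tri-DAP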
KOR beta-arrestin-2: KOR agonists, beta-arrestin recruitment, primary screen, cell-based, luminescence, uHTS (AID 1777); 280,000 compounds, 0.02% hits; KOR beta-arrestin recruitment, luminescence; higher % means a stronger effect; activation, % at 10 µM, or EC50 in µM where a hit was titrated; in the data active = activation above about 50%, passing the limit was not always enough; also: a part of the inactive calls stands beside numbers as strong as those of hits
GPR55 activation: selective activators of receptor GPR55 – imaging, U2OS cells, beta-arrestin-GFP redistribution, primary screen (AID 1961) | U2OS GPR55 beta-arrestin-GFP redistribution imaging; higher % means a stronger effect | 290,000 compounds, 0.048% hits | activation, % at 10 µM, or EC50 in µM where a hit was titrated;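 active = activation above 40% with more than 50 cells counted in the well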;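 also: U2OS osteosarcoma cells stably expressing GPR55 and beta-arrestin-GFP; plate controls were DMSO negative control for no effect and LPI positive control for full effect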
MgcRacGAP inhibition: MgcRacGAP GTPase-activating activity inhibitors, confirmation, biochemical, ADP Hunter fluorescence | MgcRacGAP-stimulated Rac1 GTP hydrolysis, ADP Hunter fluorescence; higher % means a stronger effect; GST-tagged Rac1 F28L mutant substrate | inhibition, % at 30 µM, or IC50 in µM where a hit was titrated | 340,000 compounds, 0.6% hits;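 active = first-screen hits whose inhibition reached a set limit at any dose in the follow-up dose series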;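 also: fluorescence reports GDP produced by GAP-driven GTP hydrolysis; strong numbers were not always called active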
An asterisk follows results filed as active; x = no result given; [ ] = another dose, or the depositor's remark. Rule as the data show it, unless noted: active = inhibition above about 50%; inactive = the rest. Only part of the results is shown, so the mix of outcomes need not match the whole.

molecule	Large T inhibition	KOR beta-arrestin-2	NOD2 inhibition	GPR55 activation	NOD1 NF-kB reporter	KOR beta-arrestin-1	GPR55 LPI antagonism	HIV peptide binding	MgcRacGAP inhibition
CCOC(=O)N1CCC(NC(=O)c2cc(S(=O)(=O)N3CCc4ccccc43)cn2C)CC1	13%	0.9%	-13%	-0.1%	-11%	0%	25%	3.8%	8%
COc1cccc(CNC(=O)CCC2CCCN(C(=O)C3=CC(=O)CC(C)(C)O3)C2)c1 (stereo not drawn)	7%	x	4%	0.0%	-18%	-6%[20 µM]	21%	1.6%	6%
CCOC(=O)c1cnc(-n2nc(C)cc2C)nc1Oc1ccc(C#N)cc1	20%	-0.8%	-3%	0.3%	-6%	23%	2%	0.6%	6%
CCOC(=O)c1nn(-c2ccc(C)c(C)c2)c(=O)c2c(N)scc12	25%	0.8%	3%	-0.2%	-2%	13%	22%	1.2%	19%
C/C(NC(=O)c1cccc(F)c1)=C1/C(=O)C[C@@H]2[C@H]1C2(C)C	14%	8.4%	-18%	-0.1%	-63%	-26%	16%	-0.2%	9%
CCN(CC)CCN1C(=O)c2ccccc2NC1c1ccc(Br)cc1 (stereo not drawn)	5%	1.3%	-6%	0.7%	-32%	-7%	4%	0.0%	-7%
COCc1cc(=O)n2[nH]c(C)nc2n1	4%	0.3%	-3%	-0.1%	-28%	5%	4%	0.6%	5%
COc1cc(OC)c(C2=NOC(C(=O)Nc3cc(C)nn3-c3ccccc3)C2)cc1Cl (stereo not drawn)	5%	4.4%	22%	-0.1%	-18%	11%	8%	-1.6%	3%
O=C(NCCOCCOCCNC(=O)c1ccccc1)c1ccccc1	12%	-3.5%	0%	0.2%	-18%	1%	-7%	-0.6%	10%
Cc1ccc(CN2CCN(/N=C\c3cccc([N+](=O)[O-])c3)CC2)cc1	8%	-1.0%	3%	-0.3%	-36%	-9%	-14%	-2.4%	1%
Cc1cc(C)cc(NC2=NC3(CCCCC3)N=C(N)N2)c1	7%	0.8%	8%	-0.3%	-14%	-16%	-34%	-1.0%	8%
Cc1[nH]n(-c2cccc3ccccc23)c(=O)c1C=Nc1ccc2[nH]c(=O)[nH]c2c1	36%	-1.2%	7%	-0.1%	-6%	3%	8%	-4.8%	14%
COC(=O)c1ccccc1NC(=O)c1ccc(-c2ccccc2F)o1	2%	1.2%	-46%	0.3%	-28%	11%	16%	1.1%	12%
CSc1nnc(Cn2c(=O)sc3ccccc32)n1CCc1ccccc1	-6%	3.3%	6%	-0.1%	0%	-36%	-1%	5.4%	-8%
COc1ccc2ccccc2c1CN1CCN(C(=O)c2ccccc2)CC1	-3%	-12%	7%	-0.3%	12%	-8%	0%	-3.2%	-3%
COC(=O)C1(C(F)(F)F)N=C(N(C)C)OC(N(C)C)=N1	6%	-4.7%	22%	-0.1%	11%	-17%	5%	0.6%	11%
CCOC(=O)C1(CCOC)CCN(Cc2ccc(C3CCCCO3)s2)CC1 (stereo not drawn)	2%	3.2%	-6%	0.0%	-17%	10%	9%	-0.1%	-5%
O=C(CSc1cccc[n+]1[O-])c1ccc(-c2ccccc2)cc1	0%	1.8%	-57%	-0.2%	-69%	-20%	5%	1.6%	13%
CCOC(=O)Cc1csc(NC(=O)COc2ccc(N(C)S(=O)(=O)c3ccc(C)cc3)cc2)n1	5%	-9.7%	19%	-0.1%	-10%	25%	-4%	3.7%	1%
CCOC(=O)CNC(=O)C1CCC(CNS(=O)(=O)c2cccc3nsnc23)CC1 (stereo not drawn)	7%	0.7%	-4%	0.2%	-25%	-49%	3%	-0.7%	1%
O=C(CSc1ccc(-c2ccc(F)cc2)nn1)Nc1ccc2c(c1)OCCO2	3%	-3.8%	17%	-0.6%	-24%	26%	-11%	-2.8%	5%
CCCCc1cc(=O)oc2cc(C)cc(OCC(=O)NCc3cccnc3)c12	7%	-0.2%	19%	-0.2%	-21%	28%	5%	-1.3%	2%
O=C(NNc1ccnc2cc(Cl)ccc12)C1CCCCC1	3%	3.6%	43%	0.2%	48%*	5%	-6%	0.6%	1%
COc1cc(CCC(=O)OCC(=O)Nc2ccc(C)cc2Br)cc(OC)c1OC	1%	-5.1%	-5%	0.0%	-9%	-5%	-1%	-0.9%	7%
COc1ccc(CCNC(=S)NCc2cccs2)cc1OC	10%	-4.3%	12%	0.0%	-21%	-10%	3%	-1.0%	1%
CC(=O)OCC1OC(n2ncc(=O)n(Cc3ccccc3)c2=O)C(OC(C)=O)C1OC(C)=O (stereo not drawn)	8%	-6.1%	13%	-0.4%	-18%	9%	6%	-0.5%	1%
Cn1c(-c2sc(=S)n(-c3ccccc3)c2N)nc2ccccc21	0%	0.0%	8%	0.0%	5%	19%	9%	0.4%	5%
COC(=O)c1cc2c(C)nn(-c3ccccc3)c2s1	-6%	4.8%	-6%	0.0%	-44%	31%	10%	-2.1%	14%
CCCN(C(=O)CN1C(=O)NC2(CCCCCC2)C1=O)C1CCS(=O)(=O)C1 (stereo not drawn)	15%	9.6%	1%	-0.5%	8%	-19%	14%	0.3%	4%
O=C(Cn1cnc2ccccc2c1=O)Nc1ccc2c(c1)OCO2	-5%	-0.5%	24%	0.0%	12%	14%	5%	0.4%	10%

Overlap with the part before: two entries, then new ones.
molecule	Large T inhibition	KOR beta-arrestin-2	NOD2 inhibition	GPR55 activation	NOD1 NF-kB reporter	KOR beta-arrestin-1	GPR55 LPI antagonism	HIV peptide binding	MgcRacGAP inhibition
CCCN(C(=O)CN1C(=O)NC2(CCCCCC2)C1=O)C1CCS(=O)(=O)C1 (stereo not drawn)	15%	9.6%	1%	-0.5%	8%	-19%	14%	0.3%	4%
O=C(Cn1cnc2ccccc2c1=O)Nc1ccc2c(c1)OCO2	-5%	-0.5%	24%	0.0%	12%	14%	5%	0.4%	10%
COc1ccc(NC(=S)N2CCC(NC(=O)c3ccccc3C)CC2)cc1	2%	-0.2%	5%	-0.2%	25%	-18%	1%	1.0%	3%
COC(=O)c1ccc2nc(-c3ccc(S(C)(=O)=O)cc3)cn2c1	1%	-3.9%	-7%	-0.3%	-23%	20%	7%	-1.5%	9%
Cc1cc(C)cc(N(C(C)C(=O)NCc2ccc3c(c2)OCO3)S(C)(=O)=O)c1 (stereo not drawn)	3%	-8.2%	10%	0.5%	-13%	-5%	-22%	-0.1%	7%
COC(=O)c1ccc(NC(=O)c2cc3c(CO)cnc(C)c3oc2=Nc2cccc(C(N)=O)c2)cc1	9%	3.5%	22%	0.0%	7%	-16%	10%	0.2%	6%
CCCCN(CCCC)CCCNC(=O)c1ccc2nc(-c3ccccc3NC(C)=O)c(=O)[nH]c2c1	10%	-3.3%	6%	0.6%	-26%	14%	1%	-0.8%	6%
CCn1ccnc1CNC(=O)c1ccc2oc(C(C)C)nc2c1	8%	-1.0%	2%	-0.1%	-5%	15%	-1%	0.3%	8%
O=C(NNC(=O)c1cccc(-n2cnnn2)c1)c1ccccc1	2%	-0.3%	8%	-0.3%	-18%	-10%	4%	2.8%	7%
COc1ccc(C(OCC(O)CN2CCC(O)CC2)c2ccc(OC)cc2)cc1 (stereo not drawn)	-2%	-1.5%	-15%	0.1%	-29%	-56%	5%	-0.1%	6%
CCC(=O)NC(c1ccc(OC)cc1)c1cc(Cl)c2cccnc2c1O (stereo not drawn)	0%	x	34%	-0.1%	51%	21%[20 µM]	12%	2.0%	5%
CCN(CC(=O)Nc1ccc(NC(C)=O)cc1)C(=O)c1c(-c2c(F)cccc2Cl)noc1C	3%	-3.0%	22%	0.0%	-26%	16%	-2%	-0.9%	3%
Cc1cccc(C)c1OCC(=O)N(Cc1ccc(Cl)cc1)C1CCS(=O)(=O)C1 (stereo not drawn)	13%	-2.3%	-6%	-0.1%	-6%	-18%	0%	-1.6%	20%
Oc1[nH]c2ccc(Br)cc2c1N=Nc1ccc(F)cc1	17%	2.6%	-21%	-0.2%	-4%	7%	-3%	164%	8%
Cc1ccc([N+](=O)[O-])cc1NC(=O)C(C)NS(=O)(=O)c1ccc(F)cc1 (stereo not drawn)	13%	0.5%	-12%	-0.1%	-35%	-3%	4%	0.7%	3%
COc1ccccc1N=C1SCC(=O)N1c1ccccc1OC	6%	-2.9%	8%	-0.2%	6%	-4%	-3%	2.3%	4%
Cc1ccc(-n2[nH]c(=O)c(-c3ccccn3)c2C)cc1	13%	1.8%	43%	1.5%	65%*	-26%	9%	-1.3%	4%
CN1CCN(Cn2cc(/C=C/C(=O)c3ccccc3)c3ccccc32)CC1	10%	1.0%	-95%	-0.1%	-37%	3%	11%	-0.2%	3%
C/C=C(\C)CN1CCCC(N(C)CCc2ccc(OC)c(OC)c2)C1 (stereo not drawn)	21%	-4.0%	-37%	-0.4%	-15%	-18%[20 µM]	2%	-1.3%	-4%
O=C(Nc1ccc(Cl)cc1C(=O)NCc1cccnc1)c1ccc(Cl)cc1Cl	-2%	-2.5%	3%	1.3%	-17%	-14%	-2%	2.5%	9%
O=S(=O)(NCC(c1cccnc1)N1CCN(Cc2ccccc2)CC1)c1ccc(F)cc1 (stereo not drawn)	11%	5.2%	6%	-0.1%	-21%	-35%	2%	5.3%	1%
O=C(CSc1ccsc1[N+](=O)[O-])Nc1cccc(F)c1	14%	1.7%	-26%	0.3%	-15%	-16%	0%	10%	11%
CC1CCCC(NC(=O)C2CC(=O)N(Cc3ccccc3)C2)C1C (stereo not drawn)	3%	5.3%	-1%	0.2%	-13%	-22%	11%	0.8%	5%
O=C(c1ccccc1)c1ncc(C(F)(F)F)cc1Cl	14%	-4.5%	10%	-0.4%	19%	-24%	-4%	-2.5%	9%
CCNC(=S)NNC(=O)CC(C)C	1%	-0.8%	2%	-0.1%	-32%	-56%[20 µM]	8%	-1.0%	7%
COc1cc(C(=O)OCC(=O)Nc2cc(C)on2)c([N+](=O)[O-])cc1OC	21%	3.7%	-23%	-0.3%	-35%	-6%	2%	0.2%	3%
CCc1nn(C(C)C(=O)N2CC(C)CC(C)C2)c(=O)c2cc3occc3n12 (stereo not drawn)	11%	-3.0%	13%	0.7%	-9%	-13%	-11%	1.3%	7%
CC(C)c1ccccc1NC(=S)NCc1nc2ccccc2[nH]1	1%	-1.5%	-17%	0.4%	15%	5%	3%	1.5%	8%
COc1ccc(CC(=O)Nc2nnc(C(C)C)s2)cc1	-1%	-8.9%	-6%	-0.3%	-18%	14%[20 µM]	-4%	-1.3%	7%
COc1cc(SC)ccc1C(=O)NCCOc1ccc(F)cc1	-4%	-0.6%	-62%	-0.1%	30%	5%	5%	0.0%	9%
